Bioassay records: PubChem, National Center for Advancing Translational Sciences (NCATS)
ERG-DNA inh: qHTS for Small Molecule Inhibitors of the ERG Ets/DNA interaction; Transcriptional regulator ERG (Homo sapiens), P11308; fluorescence polarization, His-ERG Ets domain / labelled DNA; Potency, µM (highest dose often 76.9 µM), without a hit: top-dose FP activity, negative = inhibition, most hits filed as inhibitors; 370,000 tested, 0.028% active; AID 624246, 2012; active means well fitted inhibition curve with a large enough effect in the polarisation, with a control signal flat; inconclusive means small, poorly fitted or top-dose-only effect, or effect the other way, or a change in a side signal; inactive means no such curve, though single readings can be large or run the other way; the % refers to the polarisation;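 further: polarization taken with two DNA probes labelled with fluorescein and Texas red; potency means the concentration at half of the fitted maximal effect; % of control where 0% means no effect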
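His-tagged ERG Ets domain (1 uM in the protein solution; 300mM KCl, 50mM Tris-HCl, 1mM EDTA, 1mM DTT, pH 7.5) received compound, then a probe mix of 5 nM fluorescein-DNA and 100nM Texas-615-DNA. Fluorescence polarization was read for both dyes.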
JMJD2A Tudor: qHTS Assay for Inhibitors of JMJD2A-Tudor Domain; Lysine-specific demethylase 4A (Homo sapiens), O75164; AlphaScreen JMJD2A-Tudor / H3K4me3 peptide binding; Potency, µM (titrated, usually from 114 µM), without a hit: at the highest dose activity change, negative = inhibition, hits mostly inhibitors; 390,000 tested, 4.4% active; AID 504339, 2011; further: potency means the concentration at half of the fitted maximal effect; on the % scale 0 is the no-effect control and ±100 the full control effect; nearly all actives have a fitted effect of over 50% in size
BAZ2B block: qHTS Assay for Inhibitors of BAZ2B. AlphaScreen BAZ2B-H3K14Ac peptide displacement. AID 504333, 2011. Bromodomain adjacent to zinc finger domain protein 2B (Homo sapiens), Q9UIF8. 360,000 tested, 4.4% active. Potency, µM (top dose mostly 114 µM), for inactives: top-dose activity change, negative = inhibition, actives largely listed as inhibitors; further: potency means the concentration at half of the fitted maximal effect; on the % scale 0 is the no-effect control and ±100 the full control effect; nearly all actives have a fitted effect of over 60% in size
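In this displacement format the biotinylated H3(5-23) peptide acetylated at Lys14 serves as ligand at 50 nM, with BAZ2B at 50 nM in PBS pH 7.4 containing 0.01% Tween-20. Donor and acceptor beads are 10 ug/mL final.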
PI4K2A inh: qHTS for small molecular inhibitors of PI4K2A | purified PI4K2A, ADP-Glo luminescence, 1 h; stronger effect = lower value | 420,000 tested, 0.13% active | activity change, negative = inhibition, % at 76.9 µM | AID 1346378, 2018 | Phosphatidylinositol 4-kinase type 2-alpha (Homo sapiens), Q9BTU6; in the data active means activity change below about -50%; inconclusive means mostly about -30% to -49%;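 further: -100% = wells without enzyme as full effect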
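Compounds are screened against recombinant PI4K2A using PI as substrate and ATP, the latter dispensed at 300 microM. Reactions run one hour at ambient temperature before ADP-Glo detection; full inhibition defined by wells lacking enzyme.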
PGK inhibitor: qHTS Assay to Find Inhibitors of Phosphoglycerate Kinase | Phosphoglycerate kinase, glycosomal (Trypanosoma brucei brucei), P07378 | PGK/GAPDH coupled, Kinase-Glo luminescence, 60 min | Potency, µM (highest dose often 57.5 µM), without a hit: at the top dose activity change, negative = inhibition, most hits filed as inhibitors | 380,000 tested, 0.043% active; further: potency means the concentration at half of the fitted maximal effect; on the % scale 0 is the no-effect control and ±100 the full control effect; nearly all actives have a fitted effect of over 60% in size
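Luminescent ATP detection (Kinase-Glo Plus) follows a 60-minute room-temperature incubation, with wells lacking PGK as controls. Buffer: 100 mM TEA (pH 7.6), 5 mM MgCl2, 0.01% Tween-20. Coupling enzyme GAPDH (100 nM final) supplies unstable 1,3-BPG in-well.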
Pin1 inhibitor: qHTS Assay to Find Inhibitors of Pin1 | Peptidyl-prolyl cis-trans isomerase NIMA-interacting 1 (Homo sapiens), Q13526 | Pin1 FP peptide displacement, HiFluor488, 10 min | Potency, µM (series often up to 115 µM), without a hit: at the top dose activity, negative = inhibition, hits mostly inhibitors | 390,000 tested, 0.009% active | AID 504891, 2011; active means well fitted inhibition curve with a large enough effect in the polarisation, with a control signal flat, not every such curve was filed as active; inconclusive means small, poorly fitted or top-dose-only effect, or effect the other way, or a change in a side signal; inactive means no such curve, though single readings can be large or run the other way; the % refers to the polarisation; further: potency means the concentration at half of the fitted maximal effect; on the % scale 0 is the no-effect control and ±100 the full control effect
Target sequence (Q13526 whole entry, looked up): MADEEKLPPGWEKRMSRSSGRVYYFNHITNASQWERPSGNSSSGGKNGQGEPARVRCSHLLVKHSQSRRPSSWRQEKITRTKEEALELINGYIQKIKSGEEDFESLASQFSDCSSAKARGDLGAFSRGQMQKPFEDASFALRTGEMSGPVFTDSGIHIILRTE
G9a block: qHTS Assay for Inhibitors of Histone Lysine Methyltransferase G9a | Histone-lysine N-methyltransferase EHMT2 (Homo sapiens), Q96KQ7 | 350,000 tested, 8.8% active | Potency, µM (doses to about 102 µM), inactives show at the top dose activity, negative = inhibition, usual class: inhibitors | G9a H3K9 monomethylation, AlphaScreen, 2 h; further: potency means the concentration at half of the fitted maximal effect; on the % scale 0 is the no-effect control and ±100 the full control effect; nearly all actives have a fitted effect of over 75% in size
Target sequence (Q96KQ7 913-1193 limits assumed): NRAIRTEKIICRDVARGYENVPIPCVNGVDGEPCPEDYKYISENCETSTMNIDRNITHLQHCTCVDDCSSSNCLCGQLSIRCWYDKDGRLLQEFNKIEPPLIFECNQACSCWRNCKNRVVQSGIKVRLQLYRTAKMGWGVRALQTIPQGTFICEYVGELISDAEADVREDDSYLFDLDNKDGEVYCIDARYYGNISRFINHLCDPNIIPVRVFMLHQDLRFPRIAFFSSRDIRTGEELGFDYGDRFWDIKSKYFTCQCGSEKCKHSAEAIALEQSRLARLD
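Step 1: enzyme (final 20 nM) with compound, 15 min RT. Step 2: substrate peptide 500 nM and SAM 20 uM, 2 h RT. Step 3: anti-H3K9me1 antibody and AlphaScreen beads, 10 min, then plate read.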
HP1b binding inh: HTS for Inhibitors of HP1-beta Chromodomain Interactions with Methylated Histone Tails | Chromobox protein homolog 1 (Homo sapiens), P83916 | AlphaScreen HP1-beta / biotin-H3K9me3 peptide binding | Potency, µM (doses to about 114 µM), for the others: top-dose activity change, negative = inhibition, usual class: inhibitors | 390,000 tested, 0.56% active | AID 540317, 2011; further: potency means the concentration at half of the fitted maximal effect; nearly all actives have a fitted effect of over 70% in size; inactives centre near 23
Target sequence (P83916 whole entry, looked up): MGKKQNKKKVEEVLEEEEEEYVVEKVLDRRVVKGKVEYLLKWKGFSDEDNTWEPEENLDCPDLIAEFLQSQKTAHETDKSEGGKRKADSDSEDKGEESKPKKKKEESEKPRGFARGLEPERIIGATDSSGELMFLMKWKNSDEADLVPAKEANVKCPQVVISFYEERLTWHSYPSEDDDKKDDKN
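Compound inhibition of the preformed complex between 50 nM HP1-beta and 50 nM biotinylated H3K9me3 peptide was read by AlphaScreen. Buffer was PBS pH 7.4 with 0.01% Tween-20. Incubations ran 30 min at room temperature, with 10 ug/mL donor/acceptor beads.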
GLS inh: qHTS for Inhibitors of Glutaminase (GLS). Glutaminase kidney isoform, mitochondrial (Homo sapiens), O94925. GLS enzymatic activity, qHTS titration. Potency, µM (titrated, usually from 45.5 µM), for inactives: top-dose activity change, negative = inhibition, most hits filed as inhibitors. 410,000 tested, 0.21% active. AID 624170, 2012; further: potency means the concentration at half of the fitted maximal effect; on the % scale 0 is the no-effect control and ±100 the full control effect
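hKGA; 45 mM KH2PO4 pH 8.2 + 0.02% Tween-20; cpd via pin tool; 1 mM Gln soln; GluOx/HRP/Amplex Red; RT 30 min; fluor. t0 & final.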
* marks the source's active call; other numbers are inactive results; i = inactive; ? = inconclusive; . = no result given; [ ] = dose if it differs, or a comment. Unless noted, the call rests on the fitted dose curve; in most records, active means well fitted curve in the direction sought with a large enough effect; inconclusive means small, poorly fitted or top-dose-only effect, or another doubt; inactive means no such curve, though single readings can be large; an effect the other way counts as inactive or inconclusive. Hits appear at their usual frequency. About 11% of those tested had a hit in this group.

Fields: ERG-DNA inh, JMJD2A Tudor, BAZ2B block, PI4K2A inh, PGK inhibitor, Pin1 inhibitor, G9a block, HP1b binding inh, GLS inh
COc1cc2c(cc1OC)C(c1ccc(F)cc1)N(c1ccc(F)cc1)C(=O)C2 (stereo unspecified)
 : 2%, -19%, 19%, -2, i, 3%, 16%[59 µM], 60%[activator], 2%
Cc1ccc(S(=O)(=O)Nc2ccc(-c3ccc4nncn4n3)cc2)cc1
 : -2%, -2%, 6%, -2, -4%, 3%, -1%[0.501 µM], 10%, 3%
COc1ccccc1-c1c(C)nn2c(C(F)(F)F)cc(-c3ccccc3)nc12
 : 2%, -34%, ?, 1, -4%, 1%, 8.9µM*, -7%, 6%
Cc1cc(C)c2cc(CN(CCN3CCCC3)C(=O)Nc3ccc(F)cc3)c(=O)[nH]c2c1
 : 3%, -25%, -30%, -10, -1%, 39%[activator], ?, 8%, 10%
COc1ccc(CN(CC(=O)NC2CCCC2)C(=O)c2ccc(-c3ccccc3)[nH]2)cc1
 : 1%, ?, 28µM*, 1, 5%, 13%, ?, -19%, -15%
O=C(Cn1cnc2c(nnn2-c2ccccc2)c1=O)NCc1ccco1
 : -5%, -26%, 3%, -2, -8%, -3%, 9%[59 µM], 12%, 2%
CCC(=O)c1ccc(OCC(=O)OCC(=O)N2CCCc3ccccc32)cc1
 : 1%, -1%, -1%, 0, 2%, -3%, 3%, 26%, -6%
COc1ccc2cc3cc(C(=O)NCc4ccc(C)cc4)oc3nc2c1
 : -2%, -11%, ., 3, -10%, 2%, 4%[59 µM], 42%[activator], -15%
Oc1ccc(C=NNc2nc3ccccc3s2)c(O)c1
 : -9%, ?, ., -1, -5%, 6%, ., 0%, 7%
COc1ccc(OC)c(S(=O)(=O)Nc2ccc(C(N)=O)cc2)c1
 : ., 1%, 5%, -1, -2%, 1%, -6%[59 µM], -5%, -2%
CC(=O)c1ccc(NC(=O)c2cc(CC(C)C)nc3ccccc23)cc1
 : -7%, -7%, -23%, -4, 3%, ?, 1%, 35%, 0%
O=c1[nH][nH]c(C(F)(F)F)c1C=NCc1ccccc1Cl
 : -2%, -18%, -1%, 4, -2%, -3%, 0%[59 µM], 24%, 6%
CN(C)c1ccc(N/C=C/C(=O)c2ccco2)cc1
 : -7%, ?, 35µM*, ?, ?, 18%, 7.1µM*, -38%, 24%
Cc1cc(=O)[nH]c2nnc(SCC(N)=O)n12
 : 0%, -13%, 1%, 6, -7%, -10%, 6%[59 µM], 8%, -8%
Cc1ccc(CNC(=O)CSCc2nc(-c3ccc(Cl)cc3)oc2C)cc1
 : -3%, 4%, -4%, -1, 0%, 3%, 12%[59 µM], 30%, -4%
Cc1nn(C(=O)CCC(=O)NCc2cccc(F)c2)c2ccccc12
 : -8%, -2%, -8%[57.1 µM], -3, -4%, 14%, ?, 13%[57 µM], 3%
O=C(CSc1nnc(-c2cccs2)n1-c1ccccc1)NCc1ccco1
 : 3%, -18%[57.1 µM], -5%, 0, 7%, -6%, -6%[12.7 µM], 27%, -1%
COC(=O)c1ccc(OC(=O)C2CC(=O)N(c3ccc(C)cc3C)C2)cc1 (stereo unspecified)
 : 5%, -11%, -3%, 7, -5%, 0%, ?, 24%, 14%
CCCN(Cc1cccs1)C(=O)Nc1ccc(F)c(Cl)c1
 : -1%, 19%, 13%, 0, -3%, 9%, 7%[59 µM], 47%[activator], 1%
Cc1ccc(-c2nc(-c3cc4cccc(OCc5cccc(C)c5)c4oc3=O)no2)cc1
 : -4%, -19%, -10%, -3, i, ?, 16%[59 µM], 21%, -4%
CSc1nc2c(c(=O)[nH]1)C(c1cccc(F)c1F)CC(=O)N2 (stereo unspecified)
 : -3%, 1%, -35%, -2, -3%, -16%, 1%[59 µM], 21%, -7%
COc1ccc(/C=C\c2onc(C)c2S(=O)(=O)N2CCC(C(=O)Nc3ccc(F)cc3F)CC2)cc1
 : -2%, -7%, ., 12, -14%, 6%, 0%[59 µM], 23%, -8%
Cc1oc(-c2ccccc2)cc1C(=O)NCc1ccncc1
 : 8%, -13%, -20%, 3, i, 26%, -33%[59 µM], 37%, 7%
Cc1nn(C)c(C)c1NS(=O)(=O)c1c(C)n[nH]c1C
 : -7%, -11%, ., -1, -3%, -5%, ., 41%[activator], 3%
Cc1cc(=O)[nH]c2nnc(SCc3ccc(Cl)c(Cl)c3)n12
 : 4%, -16%, -3%, -5, -7%, -9%, 4%[59 µM], 5%, 6%
O=C(Nc1ccc2ncccc2c1)c1ccccc1Br
 : 10%, -19%, -29%, -3, i, 8%, ?, 4%, 1%
Cc1cccc(C(=O)Nc2nnc(-c3ccc(C(C)(C)C)cc3)s2)c1
 : 6%, -5%, -2%, 8, -8%, -3%, 1%[12.7 µM], 30%, -2%
O=C1CSC(=O)N1CCOCCN1C(=O)CSC1=O
 : 5%, 4%, 1%, -2, -7%, 5%, -12%, 68%[activator], -1%
O=[N+]([O-])c1ccc(Cl)cc1N/N=C/c1ccncc1
 : 9%, ?, -34%, -5, 4%, 1%, 31%, 116%[activator], 8%
COc1ccc(CCNC(=O)c2cc3c(=O)n(C)c4ccccc4c3n2C)c(OC)c1
 : -6%, -26%, 3%, 3, -2%, 2%, ., 12%, -3%

In another format: entries from further up
SMILES,ERG-DNA inh,JMJD2A Tudor,BAZ2B block,PI4K2A inh,PGK inhibitor,Pin1 inhibitor,G9a block,HP1b binding inh,GLS inh
COc1cc2c(cc1OC)C(c1ccc(F)cc1)N(c1ccc(F)cc1)C(=O)C2 (stereo unspecified),2%,-19%,19%,-2,i,3%,16%[59 µM],60%[activator],2%
Cc1ccc(S(=O)(=O)Nc2ccc(-c3ccc4nncn4n3)cc2)cc1,-2%,-2%,6%,-2,-4%,3%,-1%[0.501 µM],10%,3%
COc1ccccc1-c1c(C)nn2c(C(F)(F)F)cc(-c3ccccc3)nc12,2%,-34%,?,1,-4%,1%,8.9µM*,-7%,6%
Cc1cc(C)c2cc(CN(CCN3CCCC3)C(=O)Nc3ccc(F)cc3)c(=O)[nH]c2c1,3%,-25%,-30%,-10,-1%,39%[activator],?,8%,10%

Next part
Fields: ERG-DNA inh, JMJD2A Tudor, BAZ2B block, PI4K2A inh, PGK inhibitor, Pin1 inhibitor, G9a block, HP1b binding inh, GLS inh
O=C(N/N=C/c1ccc(N2CCOCC2)o1)c1cccc(C(F)(F)F)c1
 : -6%, ?, 1%, -2, i, 73%[activator], 8.9µM*, -2%, ?
COc1cccc2c3c(c(=O)[nH]c12)CC(C)(C)O3
 : -6%, 9%, ., 0, 12%, 6%, ., 49%[activator], 2%
Cc1cccnc1NC(=O)CCc1nnc2ccc(NCc3ccco3)nn12
 : -6%, -25%, ?, -7, -3%, -9%, -16%, 38%[activator], -18%
COc1ccc(S(=O)(=O)N2CCC(C(=O)NCc3cccnc3)CC2)cc1C
 : 0%, -4%, 10%, 1, -3%, 0%, 20%, 34%, 0%
CCCCCOc1ccc(/C(C)=N/NC2=NCCN2)cc1
 : 7%, -9%, -20%, -1, -3%, 2%, 8%, 33%, 0%
CCOc1ccc(Br)cc1S(=O)(=O)NCC(c1ccc(OC)cc1)N1CCOCC1 (stereo unspecified)
 : 3%, -16%, ., -4, i, -3%, ., 17%, -11%
Cc1cc(C)nc(NS(=O)(=O)c2ccc(NC(=O)Cc3ccccc3)cc2)n1
 : -3%, -34%, 5%, -1, i, 1%, 3%, -7%, 8%
CCOc1ccc(C(O)Cc2nc3ccccc3n2C)cc1 (stereo unspecified)
 : ., -18%, -4%, -1, ., 0%, -10%[59 µM], 29%, 0%
O=C(Nc1cc(C(F)(F)F)ccc1-n1cncn1)c1ccc(F)cc1Cl
 : ., 8%, 6%, 2, i, 1%, 6%[59 µM], 44%[activator], -14%
OCC1OC(n2cnc3c(N4CCCCC4)ncnc32)C(O)C1O (stereo unspecified)
 : ., 7%, ., 6, 1%, 7%, ., 27%, -2%
C=CCN(CC=C)C(=O)C1CCN(S(=O)(=O)c2ccc(N3CCCC3=O)cc2)CC1
 : 5%, -12%, -3%, 0, -3%, -1%, ., 8%[57 µM], -17%
O=C(Nc1cccc(O)c1)c1ccc(C(F)(F)F)cc1
 : -21%, 1%, -11%, -7, -9%, -10%, ., 36%[activator], 8%
